CHO parental Ca = counter-screen for OX1R antagonists: effect in parental CHO cells. parental CHO-K1, ATP-induced calcium, Fluo-8 fluorescence. inhibition, % at 5.6 µM. 330,000 compounds, 0.63% hits. AID 463079;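 active = inhibition above that plate's mean sample inhibition plus 3 SD, cut at about 26% in these data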;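 note: 0% = ATP-challenged DMSO wells and 100% = DMSO wells without ATP; some compounds past the cut are filed as inactive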
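Test system: parental CHO cells; detection: calcium-sensitive Fluo-8 fluorescence; evaluation: percent inhibition of calcium signal; also added: ATP as calcium-mobilizing challenge; repeats: one well per compound; control set: ATP-challenged DMSO wells low, unchallenged DMSO wells high; compound: single nominal dose of 5.6 µM per compound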
CHO-K1 Ca PAM = counter-screen for M1 PAMs: effect in parental CHO-K1 cells | ATP EC20, Fluo-8 calcium fluorescence; 0% at ATP EC20, 100% at ATP max | activation, % at 3 µM | 360,000 compounds, 0.02% hits;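 active = activation above the run cutoff, the mean activation of all test compounds plus 3 SD, cut at about 40% in these data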;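 note: peak over basal fluorescence ratio in a 140 s read after ATP addition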
CHO-K1 Ca antag = nonselective inhibitor or artifact in parental CHO-K1 cells | inhibition, % at 3 µM | 360,000 compounds, 0.6% hits | ATP-induced calcium, Fluo-8 fluorescence;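 active = inhibition above a per-plate cutoff, the plate's mean sample inhibition plus 3 SD, cut at about 24% in these data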;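 note: 0% = DMSO plus EC80 ATP and 100% = DMSO alone without ATP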
CHO-K1 Ca ag = M1 agonist counterscreen hit in parental CHO-K1 cells | Fluo-8 calcium fluorescence; scaled to maximal ATP response, vehicle zero | activation, % at 3 µM | 360,000 compounds, 0.48% hits | AID 602248; in the data active = activation above about 15%;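 note: untransfected CHO-K1 host cells lacking M1 receptor as counterscreen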
TAAR1 agonist = human TAAR1 agonism. 360,000 compounds, 0.99% hits. activation, % at 3 µM. AID 624467. CHO RD-HGA16 TAAR1, Fluo-8 calcium fluorescence; vehicle wells 0%, saturating PEA agonist 100%;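 active = activation above the mean activation of all test compounds in the run plus 3 SD, cut at about 38% in these data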
Target sequence (Q96RJ0 whole entry, looked up): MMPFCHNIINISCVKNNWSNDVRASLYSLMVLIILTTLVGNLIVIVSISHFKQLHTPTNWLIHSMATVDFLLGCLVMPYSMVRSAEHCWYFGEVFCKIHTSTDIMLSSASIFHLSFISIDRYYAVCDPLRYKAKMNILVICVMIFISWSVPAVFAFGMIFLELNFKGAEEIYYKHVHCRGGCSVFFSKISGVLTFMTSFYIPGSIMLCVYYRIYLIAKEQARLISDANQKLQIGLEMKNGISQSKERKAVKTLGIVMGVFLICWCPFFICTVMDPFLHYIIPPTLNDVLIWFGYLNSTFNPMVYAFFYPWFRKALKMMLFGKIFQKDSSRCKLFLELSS
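Assay system – CHO-derived RD-HGA16 cells with stable Gα16 and human TAAR1 · Compound dosing – one-point dosing at 3 µM (nominal) · Incubation – 17-24 h seeding, 75 min 37 °C dye, 30 min RT · Measured by – kinetic Fluo-8 calcium fluorescence · Control set – DMSO vehicle as 0%, PEA at EC100 as 100% · Repeats – single well for each compound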
TAAR1 antag = antagonists of human TAAR1; inhibition, % at 3 µM; Q96RJ0; CHO RD-HGA16 TAAR1, Fluo-8 calcium fluorescence, antagonist; 360,000 compounds, 1.5% hits;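 active = inhibition above a per-plate cutoff, the mean inhibition of test compounds on that plate plus 3 SD, cut at about 49% in these data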;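 note: 0% = DMSO plus EC80 beta-PEA response and 100% = DMSO alone without agonist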
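Test system: hTAAR1-expressing CHO RD-HGA16 cells, Gα16-coupled; Probe or stimulus: EC80 β-phenethylamine stimulus; Compound dosing: single nominal final test compound concentration of 3 µM; Timing: 140 s kinetic read after compound, 140 s after agonist; Signal: Fluo-8 calcium-sensitive fluorescence; Measure: % inhibition of agonist calcium response; Controls: DMSO and EC80 PEA controls.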
M1 antag = blocks human M1 muscarinic receptor; P11229; CHO-K1 hM1, Fluo-8 calcium fluorescence, ACh EC80 antagonist; inhibition, % at 3 µM; 360,000 compounds, 1.3% hits;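 active = percent inhibition above its own plate's cutoff, namely the mean of that plate's compound wells plus 3 SD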;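 note: peak over basal fluorescence ratio during 140 s after agonist addition; 0% = ACh EC80 plus DMSO and 100% = DMSO alone without agonist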
OXTR potentiator = potentiators of human oxytocin receptor; P30559; CHO-OTR cells, Fluo-8 calcium fluorescence, potentiator mode; 0% = oxytocin EC15, 100% = EC100; activation, % at 3 µM; 320,000 compounds, 0.061% hits; AID 2445;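 active = activation above that plate's cutoff, the mean activation of tested compounds plus 3 SD, cut at about 6.6% in these data, passing the limit was not always enough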;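 note: 100% uses oxytocin at 75 nM as the full agonist control; some results filed as inactive read as strong as hits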
Target sequence (P30559 whole entry, looked up): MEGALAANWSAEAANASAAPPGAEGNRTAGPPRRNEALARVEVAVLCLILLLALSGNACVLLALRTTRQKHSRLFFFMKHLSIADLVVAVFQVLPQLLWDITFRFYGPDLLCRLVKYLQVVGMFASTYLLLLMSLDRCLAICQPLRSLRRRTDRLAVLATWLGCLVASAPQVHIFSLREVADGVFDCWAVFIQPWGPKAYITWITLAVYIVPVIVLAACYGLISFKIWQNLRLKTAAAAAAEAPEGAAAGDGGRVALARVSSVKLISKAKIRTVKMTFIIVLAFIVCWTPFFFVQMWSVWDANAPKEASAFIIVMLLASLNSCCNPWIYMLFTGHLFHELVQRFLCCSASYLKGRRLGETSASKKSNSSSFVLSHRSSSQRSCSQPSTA
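Measured by – Fluo-8 calcium dye fluorescence · Test system – human OTR in CHO cells · Dosing – one concentration, 3.0 µM compound · Controls – EC15 oxytocin alone as 0%, 75 nM oxytocin as 100% · Evaluation – normalized max/min fluorescence ratio, % activation · Timing – 6 min pre-incubation, 100 s read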
CHRM1 agonist = agonists of human M1 muscarinic receptor | P11229 | CHO-K1 hM1, Fluo-8 calcium fluorescence, agonist mode; 0% DMSO, 100% acetylcholine EC100 | activation, % at 3 µM | 360,000 compounds, 0.33% hits | AID 588814;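 active = activation above the run's mean compound activation plus 3 SD, cut at about 16% in these data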;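 note: peak over basal fluorescence ratio within a 140 s kinetic read after compound addition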
An asterisk follows results filed as active; . = not tested or not shown.

Molecule,CHO parental Ca,CHO-K1 Ca PAM,CHO-K1 Ca antag,CHO-K1 Ca ag,TAAR1 agonist,TAAR1 antag,M1 antag,OXTR potentiator,CHRM1 agonist
CCCc1cc(Nc2ccc(C)cc2)n2ncnc2n1,.,4,1,-0.4,-1,-4,-14,.,-4
C[C@@H]1CN([C@H](C)CO)C(=O)c2cc(NS(=O)(=O)c3cccs3)ccc2O[C@H]1CN(C)Cc1ccccc1,-6,9,-14,0.4,19,-1,9,0,-10
Cc1ccccc1CC(=O)Nc1cccnc1,-12,10,-2,0.4,0,-20,-16,-6,-3
O=C1/C(=C/c2ccc(F)cc2)CCC1C1CCCC1 (stereo not drawn),-11,-12,24*,-0.4,-2,3,-16,12,-3
CCO/N=C(/c1nonc1N)N1CCN(c2ccc([N+](=O)[O-])cc2)CC1,13,13,-4,3.3,3,38,0,-5,-2
CC1CCCC(NC(=O)CN2C(=O)NC(C)(c3ccccc3)C2=O)C1C (stereo not drawn),.,-16,14,0.0,0,-12,-11,.,-2
O=C(NCC(c1ccco1)N1CCc2ccccc2C1)c1cccc([N+](=O)[O-])c1 (stereo not drawn),-24,-3,4,3.0,2,16,11,-9,-6
CC1=NNC(=O)C1CCC(=O)N/N=C\c1cccc(Cl)c1 (stereo not drawn),-9,15,2,1.6,6,9,-5,-2,-5
Cn1c(CC(=O)NNC(=O)c2ccccc2[N+](=O)[O-])nc2ccccc21,-11,7,1,0.4,17,-21,-3,-1,-2
CC1Cc2ccccc2N1C(=O)c1cc2sccc2n1Cc1ccc(F)cc1 (stereo not drawn),-23,10,-13,0.5,13,17,-16,-16,-5
COc1ccccc1N1CCN(C(=O)Cc2ccc(Cl)cc2)CC1,-10,-18,20,0.5,4,-11,-20,-17,-5
O=C(Nc1nnc(C23CC4CC(CC(C4)C2)C3)s1)c1ccc(N2C(=O)CCC2=O)cc1,-2,20,-8,0.7,1,-8,-23,-6,2
Cc1cc(C)c(NS(=O)(=O)c2ccc3c(c2)oc(=O)n3C)c(C)c1,.,-12,0,0.9,4,-2,2,.,-3
O=S(=O)(NCc1c(Cl)cccc1Oc1ccccc1)c1ccccc1,-23,20,-1,5.6,0,14,11,-12,-4
CC(C)c1cc(NCCCN2CCOCC2)n2c(nc3ccccc32)c1C#N,-6,-4,7,0.0,13,-16,0,-2,-6
CCN(C(=O)COC(=O)Cc1c(F)cccc1Cl)c1c(N)n(Cc2ccccc2)c(=O)[nH]c1=O,-3,16,-9,0.2,3,-7,-9,-5,-2
Cc1cccc(N2CCN(C(=O)C(C)n3nc(C)n4c(cc5occc54)c3=O)CC2)c1C (stereo not drawn),-4,7,-1,0.2,-1,4,-9,-14,-1
CC(C)(C)C(=O)Nc1ccccc1N1CCN(c2ccc(F)cc2)CC1,-9,6,-4,4.9,4,-14,4,-4,1
Cc1ccc(-c2cc(C#N)c(=O)n(Cc3c(Cl)cccc3Cl)c2)cc1,-6,14,-6,0.9,4,20,-2,-6,-3
CCc1ccc(OCC(=O)NNC(=O)Cc2cccs2)cc1,-5,1,-1,1.9,-1,9,-7,-5,-1
COc1ccccc1-c1oc2ccccc2c1C#CC(C)(C)O,-9,23,-17,0.3,2,3,-12,-4,-7
COC(=O)[C@H](Cc1ccccc1)NC(=O)N(C)Cc1ccccc1,-9,-4,-6,0.6,5,-22,7,-1,0
CC1(c2ccc(Cl)cc2)NC(=O)N(CC(=O)Nc2cccnc2Cl)C1=O (stereo not drawn),-1,14,-8,17*,32,18,-10,-11,22*
Cc1ccc(Cn2cc(CN3CC(N4CCCCC4)CS3(=O)=O)nn2)cc1 (stereo not drawn),.,17,-14,2.0,3,-4,.,.,.
COC(=O)C1CCN(CC(=O)Nc2ccc(OC)c(Cl)c2)CC1,-6,-3,-12,-0.1,7,-7,-11,-8,-9

Later entries:
Molecule,CHO parental Ca,CHO-K1 Ca PAM,CHO-K1 Ca antag,CHO-K1 Ca ag,TAAR1 agonist,TAAR1 antag,M1 antag,OXTR potentiator,CHRM1 agonist
COc1ccc(-n2nc(C(=O)NCC(=O)Nc3cc(Cl)c(OC)cc3OC)c3ccccc3c2=O)cc1,-9,11,-11,0.7,7,-13,-18,-1,-2
Oc1cccc(NC(=S)Nc2ccc(SC(F)F)cc2)c1,-1,17,2,2.9,10,13,-10,-3,-6
COc1ccc(C2Sc3nncn3N2Cc2ccc(C#N)cc2)cc1 (stereo not drawn),-6,15,-2,0.2,4,17,-3,0,-4
Cc1ccc(Cl)cc1N=C(N)N=C(N)N,-7,17,-4,-0.1,7,3,-9,6,-6
CN1CCN(C(=O)c2cccc(-c3ccc4nccn4c3)c2)CC1,.,6,-4,0.2,1,-5,-8,.,-3
COc1ccc(N(CC(=O)NC2CCCC2)C(=O)CCC(=O)Nc2cc(C)on2)cc1,-2,-6,-9,0.5,-2,1,4,-3,-4
COc1ccc(N(CC(=O)NCc2ccccc2OC)S(=O)(=O)c2ccccc2[N+](=O)[O-])c(OC)c1,-13,17,-10,2.0,9,14,-1,-9,-9
Cc1ccc([C@H]2C[C@@H](n3cc(COC(=O)c4ccccc4)nn3)[C@H](O)CN2CC2CCCCC2)cc1,.,2,-13,0.1,0,14,2,.,-2
O=C(Nc1ccccc1C(=O)N1CCOCC1)C1CC(=O)N(c2ccc(F)cc2)C1 (stereo not drawn),-14,20,-6,2.1,0,-15,-18,-9,1
COc1ccc(N2CCN(c3ccc(NC(=O)NN)cc3)CC2)cc1,-5,16,-10,0.0,1,-8,-28,-19,-1
Cc1cc(C)n2nc(SCc3cccc(S(=O)(=O)N(C)C)c3)nc2n1,8,1,8,14,5,1,14,-9,-2
Cc1csc(NC(=O)CCC(=O)c2cccs2)n1,-18,-10,2,-0.5,6,11,17,-6,-3
CCCc1cc(C(=O)Nc2cc(C)nn2-c2ccccc2)no1,-13,11,-6,-0.4,0,-29,-14,0,-6
Cc1cccc(N2C(=NC(=O)c3ccccc3)SC3CS(=O)(=O)CC32)c1 (stereo not drawn),-18,6,0,1.0,2,-5,5,-3,-1
Cc1ccsc1C=Nc1ccc(O)cc1,-1,-3,8,-0.4,.,.,-1,-6,-1
CCCNC(=O)Nc1ccc2c(c1)nc(C)n2C,-7,16,-12,0.6,3,9,-12,1,-5
N/C(=N\OC(=O)c1ccco1)c1ccccc1,-13,3,-18,0.1,4,-13,5,-6,-7
Cc1onc(-c2ccccc2)c1C(=O)Nc1c(C)n(C)n(-c2ccccc2)c1=O,-18,17,-10,0.0,0,-8,-7,-7,-1
COc1ccc(OC)c(N/C=C/C(=C(C#N)C#N)N(C)C)c1,-21,6,-14,1.2,7,10,1,-6,-6
Cc1ccccc1N=C1NC(=O)/C(=C/c2cccn2C)S1,-11,12,-6,0.9,1,-31,-5,-2,-1
O=C(Nc1cccnc1)c1ccc(COCC(F)(F)F)cc1,-1,-9,10,0.7,11,-5,-8,-2,-4
CCOC(=O)C1CCCN(CCC(=O)Nc2cc(C)ccc2C)C1 (stereo not drawn),-11,-11,1,-0.4,20,6,25,-9,-8
CC(=O)Nc1ccc(S(=O)(=O)Nc2nc3ccccc3nc2Nc2cccc(S(N)(=O)=O)c2)cc1,-10,10,-10,1.0,2,-20,-11,-4,-2
Cc1cc(C(=O)OCC(=O)N2CCN(c3ccccc3)CC2)c2ccccc2n1,-14,9,-1,2.7,7,16,3,-14,-1
Cc1nnc(SCC(=O)Nc2ccc3c(c2)OCO3)n(N)c1=O,-10,8,-5,0.2,0,5,-5,-11,-1

Remaining list, next part
Molecule,CHO parental Ca,CHO-K1 Ca PAM,CHO-K1 Ca antag,CHO-K1 Ca ag,TAAR1 agonist,TAAR1 antag,M1 antag,OXTR potentiator,CHRM1 agonist
O=C(N1CCOCC1)N1CCN(C(c2ccccc2)c2ccccc2)CC1,-7,15,-4,0.4,2,3,-11,5,-7
CN(C)CCCNC(=O)OC1CC2CC1[C@H]1CCCCN1C2=O (stereo partly drawn),.,17,-7,0.8,1,-7,.,.,.
COc1ccc(CN(CC2CCCO2)C(=O)CN2C(=O)C(C)Oc3ccc(C)cc32)cc1OC (stereo not drawn),-22,-2,1,4.4,25,42,25,-18,1
CN(C)S(=O)(=O)c1ccc(Cl)c(NC(=O)COC(=O)C2CCCO2)c1 (stereo not drawn),-9,8,-12,0.3,5,-6,-10,-6,-2
COc1ccc(S(=O)CC(=O)Nc2ccc(Cl)cc2Cl)cc1 (stereo not drawn),-20,21,-9,2.0,6,-6,-6,-5,-9
O=C(COC(=O)c1ccncc1)NCCCc1ccccc1,-5,4,-9,0.9,6,5,1,5,-4

Assay outcomes: PubChem BioAssay, The Scripps Research Institute Molecular Screening Center

Hits appear at their usual frequency; about 4.2% have a hit in one of these screens.
